PolyA inhibitor: polyadenylation inhibitors in yeast reporter cells, primary screen, luminescence, S. cerevisiae; AID 1875, 2009; S. cerevisiae SKY197-pL101 polyadenylation reporter, beta-gal luminescence; efflux-impaired pdr1/pdr3 knockout yeast; score 100 = 6 SD above DMSO; 300,000 tested, 0.02% active; calls only at 12 µM;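 active = lowest replicate activity score at least 50, where 100 means six control SD above control mean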;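 note: yeast exposed to compound for 9 h at 30 °C; higher score means more reporter readthrough which indicates perturbed polyadenylation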
Dyrk1A ADPGlo: rat Dyrk1A kinase inhibitors, primary screen, biochemical, single point, plate reader; ADP-Glo luminescence, NFATc1 peptide; AID 504441, 2011; inhibition, % at 12.5 µM; 310,000 tested, 0.43% active; Dual specificity tyrosine-phosphorylation-regulated kinase 1A (Rattus norvegicus), Q63470; in the data active = inhibition above about 50%;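 note: plate controls were vehicle with enzyme for no effect and no enzyme for full effect; many of its hits are not listed in these tables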
KCNK9 inh: KCNK9 potassium channel inhibitors, primary screen, HEK293 cells, thallium flux; Potassium channel subfamily K member 9 (Homo sapiens), Q9NPC2; FluxOR thallium flux fluorescence; hits give low values; B-score at 10 µM; 310,000 tested, 1.2% active; AID 488922, 2010;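 active = ratio B-score over 3 SD below the library mean, with starting fluorescence within 5 SD of its mean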;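 note: negative B-score means less thallium flux so channel inhibition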
TRPC4 act: activators of mouse TRPC4 channel, primary screen, Fluo4 calcium, HEK293 TRPC4beta/mu-opioid cells; Short transient receptor potential channel 4 (Mus musculus), Q9QUQ5; Fluo4 calcium fluorescence; hits give high values; B-score at 10 µM; 310,000 tested, 0.49% active; AID 2237, 2010;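 active = B-score above 5 SD of library B-scores, and initial fluorescence ratio not above library mean plus 5 SD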;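 note: positive B-score marks a calcium rise read as TRPC4 activation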
Target sequence (Q9QUQ5 whole entry, looked up): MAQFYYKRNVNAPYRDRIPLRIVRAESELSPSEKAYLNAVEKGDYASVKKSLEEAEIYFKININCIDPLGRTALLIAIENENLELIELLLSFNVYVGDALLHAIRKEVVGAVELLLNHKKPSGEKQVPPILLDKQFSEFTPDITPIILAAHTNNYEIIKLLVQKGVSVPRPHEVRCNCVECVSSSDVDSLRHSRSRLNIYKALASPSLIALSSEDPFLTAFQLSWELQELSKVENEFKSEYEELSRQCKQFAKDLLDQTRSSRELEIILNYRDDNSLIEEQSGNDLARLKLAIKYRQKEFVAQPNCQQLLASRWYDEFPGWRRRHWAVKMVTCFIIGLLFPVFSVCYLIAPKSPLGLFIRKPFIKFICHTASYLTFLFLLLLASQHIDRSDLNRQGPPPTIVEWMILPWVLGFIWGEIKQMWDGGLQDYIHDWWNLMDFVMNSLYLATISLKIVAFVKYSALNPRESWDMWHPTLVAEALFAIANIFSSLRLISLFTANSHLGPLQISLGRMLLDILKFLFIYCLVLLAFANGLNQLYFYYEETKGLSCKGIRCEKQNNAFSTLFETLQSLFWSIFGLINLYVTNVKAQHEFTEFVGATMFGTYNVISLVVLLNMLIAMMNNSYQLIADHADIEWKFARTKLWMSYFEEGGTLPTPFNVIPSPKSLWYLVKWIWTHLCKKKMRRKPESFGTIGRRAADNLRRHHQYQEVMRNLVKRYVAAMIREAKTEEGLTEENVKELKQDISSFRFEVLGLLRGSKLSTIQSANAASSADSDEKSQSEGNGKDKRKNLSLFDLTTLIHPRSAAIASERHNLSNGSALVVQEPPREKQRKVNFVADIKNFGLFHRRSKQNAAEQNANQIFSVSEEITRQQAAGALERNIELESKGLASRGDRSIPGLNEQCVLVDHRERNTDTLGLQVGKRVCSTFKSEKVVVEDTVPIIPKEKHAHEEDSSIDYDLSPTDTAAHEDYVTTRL
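Assay system – TRPC4beta and mu-opioid receptor HEK293 stable cells · Measured by – Fluo4 fluorescence, kinetic · Schedule – dye loading 45 min room temperature, 110 s kinetic read · Read-out – B-scored integrated calcium fluorescence ratio · Controls – buffer and maximal DAMGO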
KCNK3 block: human KCNK3 channel inhibitors, primary screen, CHO cells, FluxOR thallium flux, B-score | FluxOR fluorescence; hits give low values | Potassium channel subfamily K member 3 (Homo sapiens), O14649 | B-score at 10 µM | AID 602410, 2012 | 340,000 tested, 0.84% active;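 active = B-score under library mean minus 4 SD, starting fluorescence ratio at most library mean plus 5 SD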;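 note: more negative B-score means stronger inhibition of thallium flux through KCNK3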
KCNQ1 block: inhibitors of human KCNQ1 channel, primary screen, cell-based, thallium flux, high-throughput; Potassium voltage-gated channel subfamily KQT member 1 (Homo sapiens), P51787; CHO-K1 KCNQ1, FluxOR thallium flux fluorescence; hits give high values; B-score at 10 µM; 310,000 tested, 1.3% active; AID 2642, 2010;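 active = compounds whose thallium flux B-score, printed positive for inhibition, exceeds three library SD while starting fluorescence stays within three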;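 note: channel opened by potassium depolarization with thallium stimulus after 20 min compound exposure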
TRPC4 block: inhibitors of mouse TRPC4 channel, primary screen, Fluo4 calcium, HEK293 TRPC4beta/mu-opioid cells; Short transient receptor potential channel 4 (Mus musculus), Q9QUQ5; DAMGO-evoked Fluo4 calcium flux; hits give low values; B-score at 10 µM; 300,000 tested, 0.39% active; AID 2247, 2010;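 active = B-score over 3 SD under the library average, no early fluorescence shift, positive overall ratio signal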
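test system = HEK293 cells with stable TRPC4beta plus mu-opioid receptor expression | detection = Fluo4 Ca2+ flux fluorescence | read-out = integrated fluorescence ratio relative to baseline, converted to per-well B score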
hERG protect: hERG rescue from dofetilide block, primary screen, cell-based, CHO-hERG, FluxOR thallium flux, dofetilide IC70; Voltage-gated inwardly rectifying potassium channel KCNH2 (Homo sapiens), Q12809; dofetilide IC70 present; activation (rescue from dofetilide block), less the hit threshold, % at 10 µM; 310,000 tested, 0.51% active;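 active = activation above the mean of controls blocked by dofetilide plus 5 SD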;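 note: thallium influx through hERG after potassium depolarization seen as dye fluorescence rise; in these data hits start at about 4.7%; inactives centre near -7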
Platelet DG rel: inhibitors of platelet dense granule secretion, primary screen, cell-based, MLPCN, human platelets; human platelet-rich plasma, SFLLRN dense granule ATP release, luminescence; inhibition, %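 (compounds screened at 7.5 µM in platelet-rich plasma)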; 300,000 tested, 0.22% active;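 active = mean replicate score, as percent of positive control, at or above 50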
KCNQ1 pot: potentiators or activators of KCNQ1 channel, primary screen, cell-based, thallium flux, high-throughput | AID 2648, 2010 | CHO-K1 KCNQ1, thallium flux FluxOR fluorescence; hits give high values | Potassium voltage-gated channel subfamily KQT member 1 (Homo sapiens), P51787 | 310,000 tested, 0.35% active | B-score at 10 µM;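 active = fluorescence ratio B-score, a plate-corrected score, at least three library SD, with initial intensity B-score within 5 SD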
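Assay system: CHO-K1 cells stably expressing KCNQ1; Medium: assay buffer with matched DMSO; Also added: K+/Tl+ depolarizing stimulus; Dosing: single dose; Timing: dye 90 min, compound 20 min, room temperature; Measured by: kinetic FluxOR thallium fluorescence, 10-s 1-Hz baseline, 110-s post-stimulus read; Read-out: peak-minus-minimum fluorescence over initial fluorescence, negative-control normalized, B-scored.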
TRPC4 potent: positive allosteric modulators of TRPC4, primary screen, cell-based, mouse TRPC4beta, HEK293 mu-opioid, Fluo-4 calcium; DAMGO EC20, Fluo-4 Ca2+ flux; hits give high values; 310,000 tested, 0.42% active; Short transient receptor potential channel 4 (Mus musculus), Q9QUQ5; B-score at 10 µM; AID 2227, 2009;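 active = B-score of calcium response area above 5 SD of library B-scores, with initial fluorescence ratio within 5 SD of library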;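 note: B-score of integrated fluorescence ratio over time as area under calcium response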
* marks the source's active call; other numbers are inactive results; i = inactive; · = not tested or not shown. The list is partial. The share of hits here may be higher or lower than overall.

SMILES	PolyA inhibitor	Dyrk1A ADPGlo	KCNK9 inh	TRPC4 act	KCNK3 block	KCNQ1 block	TRPC4 block	hERG protect	Platelet DG rel	KCNQ1 pot	TRPC4 potent
COc1ccc(-c2cnnn2-c2ccc(NC(=O)c3ccco3)cc2)cc1OC	i	0.1	i	i	i	i	i	-14.3	-4.0	i	i
N#C/C(=C\c1ccc(N2CCCCC2)c([N+](=O)[O-])c1)c1nn(-c2ccccc2)c(N)c1C#N	i	4.9	i	i	i	i	i	-11.4	15.7	i	i
CNc1ccccc1C(C)(C)c1cn(-c2ccc([N+](=O)[O-])cc2)nn1	i	0.6	i	i	i	i	i	-9.5	15.8	i	i
O=C(NCC1CCN(Cc2ccccc2Cl)CC1)Nc1cccc(Cl)c1	i	-1.7	i	i	i	i	i	-9.8	-10.5	i	i
COCCNC(=O)/C(C#N)=C/c1ccc(-c2ccc(S(=O)(=O)N3CCOCC3)cc2)o1	i	-0.6	i	i	i	i	i	-6.0	-1.1	i	i
CC(SCc1ccccc1)C(=O)N/N=C/c1ccc(OCC(=O)NCc2ccco2)cc1 (stereo not given)	i	0.4	i	i	i	i	i	-12.9	2.1	i	i
CC(Oc1cccc(Cl)c1)C(=O)Nc1ccccc1N1CCCCC1 (stereo not given)	i	-1.0	-7.81*	i	i	9*	i	-10.7	13.0	i	i
O=C(CN(Cc1ccccc1Cl)C(=O)c1ccc(CN2CCOCC2)o1)NCC1CCCO1 (stereo not given)	i	-5.7	i	i	i	i	i	-8.0	2.6	i	i
Cc1cc(C)cc(-n2ncc3c2CCCC3NC(=O)CCN2CCCC2=O)c1 (stereo not given)	i	1.0	i	i	i	i	i	-14.5	-7.1	i	i
COc1cc(-c2nnn(CC(=O)N3CCOCC3)n2)cc(OC)c1OC	i	5.8	i	i	i	i	i	-13.6	0.0	i	i
CCCCOC(=O)CSc1nc2ccccc2o1	i	·	i	i	i	i	i	-3.7	1.1	i	i
CCOC(=O)C/C(C)=N/NC(=O)COc1ccccc1C	i	1.7	i	i	i	i	i	-8.7	-10.1	i	i
Cc1c[nH]c(=O)c([N+](=O)[O-])c1	i	-1.0	i	i	i	i	i	-7.6	-2.6	i	i
Cc1onc(-c2ccccc2)c1C(=O)N/N=C/C(Br)=C/c1ccccc1	i	3.1	i	i	i	i	i	-16.3	-6.0	i	i
COc1ccc(-c2nc(NC(=O)c3[nH]c(C)c(C(C)=O)c3C)sc2C)cc1	i	9.6	i	i	-9.86*	14*	i	-21.8	0.1	i	i
OC(COc1cccc2ccccc12)CN1CCN(c2ccc(Cl)cc2)CC1 (stereo not given)	i	4.2	i	i	i	i	i	-12.0	-1.6	i	i
Cc1ccn2cc(-c3ccc4c(c3)NC(=O)CO4)nc2c1	i	4.7	i	i	i	i	i	-6.4	-6.3	i	i
O=C(Nc1ccccc1)Nc1cc(S(=O)(=O)N2CCOCC2)ccc1N1CCCC1	i	4.3	i	i	i	i	i	-3.0	-12.2	i	i
CC(C)CNC(=S)Nc1ccc(F)cc1	i	-4.7	i	i	i	i	i	-8.2	-3.9	i	i
Cc1sc(NC(=O)c2ccco2)c(CN2CCN(c3ccccn3)CC2)c1C	·	4.9	-12.4*	i	-9.78*	i	i	-16.0	-5.5	i	i
COc1ccc(-c2cc(-c3ccco3)[nH]c(=O)c2C#N)cc1	i	3.6	i	i	i	i	i	-13.6	0.8	i	i
CC(=O)c1cccc(OCc2cc(C(=O)N3CC4C[C@@H]5CC3C[C@H](C4)C5)no2)c1	i	·	i	i	i	i	i	-5.8	-4.1	i	i
Cc1cccc(N2CCN(C(=O)c3ccccc3OCc3c(C)noc3C)CC2)c1C	i	3.2	i	i	i	i	i	-16.7	3.9	i	i
Cc1ccc(C(=O)NC(=S)NCc2ccco2)cc1	i	0.4	i	i	i	i	i	-4.1	-5.6	i	i
Cc1cc(OCCN2CCCC2)cc(C(C)C)c1	i	-0.5	i	i	i	i	i	-6.6	-1.8	i	i

Remaining list, next part.
SMILES	PolyA inhibitor	Dyrk1A ADPGlo	KCNK9 inh	TRPC4 act	KCNK3 block	KCNQ1 block	TRPC4 block	hERG protect	Platelet DG rel	KCNQ1 pot	TRPC4 potent
Cc1ccc(C2CC(=O)C=C(NCc3ccccc3)C2)cc1 (stereo not given)	i	-5.7	i	i	i	i	i	-11.3	4.2	i	i
O=C(Cn1cnc([N+](=O)[O-])n1)c1ccccc1	i	-2.6	i	i	i	i	i	-0.5	6.8	i	i
COc1ccc(C2C(C(=O)c3cccs3)=C(O)C(=O)N2c2cccc(C)n2)cc1 (stereo not given)	i	-1.8	i	i	i	i	i	-11.9	13.3	i	i
COc1ccc(Nc2cc(C(=O)NCc3ccccn3)c3ccccc3n2)c(OC)c1	i	·	i	i	·	i	i	-10.4	4.4	i	i
CCCN(CCC)C(=O)Cn1ccc(=N)c2ccccc21	i	-13.9	i	i	i	i	i	-8.8	-21.1	i	i
CCc1ccc(-c2c(C)sc(NC(C)=O)c2C(N)=O)cc1	i	-4.1	i	i	i	i	i	-8.0	-11.4	i	i
Cc1n[nH]c(C)c1CCNC(=O)C1CCC(=O)N(Cc2ccccc2F)C1 (stereo not given)	i	-10.2	i	i	i	i	i	-3.9	-21.5	i	i
Cc1cc(C)c(N(C(=O)CN2C(=O)c3ccccc3S2(=O)=O)C(C(=O)NCC2CCCO2)c2ccc(F)cc2)c(C)c1 (stereo not given)	i	-0.9	i	i	i	i	i	-17.5	-10.4	i	i
Cc1ccc(-c2nc(CS(=O)(=O)CC(=O)N3CCOCC3)c(C)o2)cc1	i	·	i	i	i	i	i	-2.6	10.5	i	i
C=CCn1c(-c2sc(-c3ccccc3)nc2C)n[nH]c1=S	i	·	i	i	i	i	i	-6.8	-3.3	i	i
CCCCNC(=O)c1onc(CSc2ccc(C)c(C)c2)c1C(=O)O	i	-2.1	i	i	i	i	i	-8.0	1.8	i	i
O=C(NCCc1ccccc1)c1ccc2c(c1)OCCCO2	i	4.7	i	i	i	i	i	-3.6	-1.9	i	i
CCOC(=O)CC(NC(=O)c1cccc2c1C(=O)N(Cc1cccnc1)C2)c1ccc(OCC)c(OC)c1 (stereo not given)	i	-2.7	i	i	i	i	i	-4.3	-1.3	i	i
Cc1c(C(=O)NCc2ccc3c(c2)OCO3)oc2ccccc12	i	4.4	i	i	i	i	i	-9.9	-2.6	i	i
CC(C)(C)c1ccc2c(c1)OC(C(=O)N/N=C\c1ccc(-c3cccc(C(=O)O)c3)o1)CO2 (stereo not given)	i	-4.0	i	i	i	i	i	-20.7	-0.3	i	i
COc1ccc(C2C=C(c3ccc(C)c(C)c3)Nc3ncnn32)c(OC)c1OC (stereo not given)	i	-12.3	i	i	i	i	i	-5.3	5.1	i	i
O=C1CC(N2CCc3ccccc32)C(=O)N1c1ccc(F)cc1 (stereo not given)	i	0.8	i	i	i	i	i	-4.3	5.8	i	i
COc1ccc(/C=C/CN2CCN(Cc3ccc(F)cc3)C(CCO)C2)cc1 (stereo not given)	i	-5.3	i	i	i	i	i	-18.1	2.4	i	i
COc1ccc(S(=O)(=O)N(CC(=O)N2CCN(c3ccccc3)CC2)c2ccccc2)cc1	i	0.8	i	i	i	i	i	-7.4	-1.9	i	i
COc1cc(C(=O)Nc2cc(Cl)ccc2C)c(-n2cnnn2)cc1OC	i	-6.6	i	i	i	i	i	-5.6	-0.5	i	i
O=C(Nc1ccc(Cl)cc1)c1cccc(N2C(=O)C3C4CCC(C4)C3C2=O)c1 (stereo not given)	i	-4.9	i	i	i	i	i	-1.4	0.2	i	i
COc1cc(NC(=O)c2ccc(Cl)cc2)c2ncccc2c1	i	-6.3	i	i	i	i	i	-0.9	4.5	i	i
O=Cc1ccc(OCc2nnc(-c3ccccc3Br)o2)cc1	i	9.6	i	i	i	i	i	-8.0	-9.1	i	i
CC1CN(S(=O)(=O)c2ccc(F)cc2)CN1C(=O)N1CCOCC1 (stereo not given)	i	-1.7	i	i	i	i	i	-2.5	-1.7	i	i
CCCN(CCC)CCCNC(=O)C1c2cc(OC)c(OC)cc2C(=O)N(C)C1c1cccs1 (stereo not given)	i	-6.5	i	i	i	i	i	3.2	8.7	i	i

Single values from above.
hERG protect with `C=CCn1c(-c2sc(-c3ccccc3)nc2C)n[nH]c1=S` : -6.8
Platelet DG rel with `CCCCNC(=O)c1onc(CSc2ccc(C)c(C)c2)c1C(=O)O` : 1.8

Remaining list, next part
SMILES	PolyA inhibitor	Dyrk1A ADPGlo	KCNK9 inh	TRPC4 act	KCNK3 block	KCNQ1 block	TRPC4 block	hERG protect	Platelet DG rel	KCNQ1 pot	TRPC4 potent
O=C(N[C@@H](Cc1ccccc1)C(=O)O)c1ccncc1	i	-3.9	i	i	i	i	i	-4.1	-1.9	i	i
c1ccc(CSc2nc3ncncc3[nH]2)cc1	i	-1.9	i	i	i	i	i	-13.7	-13.9	i	i
CCn1c(SCC(=O)Nc2nccs2)nnc1C1CC1	i	1.3	i	i	i	i	i	-0.9	2.4	i	i
Cc1ccc(O)c(C(=O)CC(=O)c2ccc(C(C)(C)C)cc2)c1	·	-4.8	i	i	i	i	i	-7.2	-2.8	i	i
O=C(C1=C[C@H](c2csc3ccccc23)C[C@H](OCCCCO)O1)N1CCN(Cc2ccccc2)CC1	i	-3.8	i	i	i	i	i	-9.7	-3.1	i	i
COc1ccc(NC(=O)c2c(Cl)nc3ccccn23)cc1	i	0.1	i	i	i	i	i	-4.8	-0.2	i	i
CCCC(=O)N1CCc2[nH]c3ccccc3c2C1	i	6.0	i	i	i	i	i	-17.3	2.4	i	i
